HT1080NT lethal = qHTS for induction of synthetic lethality in tumor cells producing 2HG: qHTS for the HT-1080-NT fibrosarcoma cell line; HT-1080-NT fibrosarcoma viability, CellTiter-Glo ATP luminescence, 48 h; Potency, µM (titrated, usually from 46.1 µM), inactives show at the top dose activity, negative = less viability, actives largely listed as cytotoxic; 360,000 tested, 1.6% active; AID 686970, 2013;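 also: NT is the 2HG producing partner of a matched IDH1 knockdown line; 0% = DMSO-treated cells and -100% = media-only wells without cells; nearly all actives have a fitted effect of over 55% in size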
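Toxicity toward the 2HG-producing NT line was scored as %Activity, normalised to DMSO and no-cell wells, from CellTiter-Glo luminescence after 48 hours' treatment.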
GLP1R ag = qHTS of GLP-1 Receptor Agonists; HEK293 GLP-1R CRE-luciferase, luminescence, 4-6 h; cells express a hypersensitive GLP-1R form; Potency, µM (highest dose often 45.6 µM), without a hit: at the top dose activation, usual class: activators; 380,000 tested, 0.007% active; AID 624172, 2012; also: % of control where 0% means no effect
Target sequence (P43220 whole entry, looked up): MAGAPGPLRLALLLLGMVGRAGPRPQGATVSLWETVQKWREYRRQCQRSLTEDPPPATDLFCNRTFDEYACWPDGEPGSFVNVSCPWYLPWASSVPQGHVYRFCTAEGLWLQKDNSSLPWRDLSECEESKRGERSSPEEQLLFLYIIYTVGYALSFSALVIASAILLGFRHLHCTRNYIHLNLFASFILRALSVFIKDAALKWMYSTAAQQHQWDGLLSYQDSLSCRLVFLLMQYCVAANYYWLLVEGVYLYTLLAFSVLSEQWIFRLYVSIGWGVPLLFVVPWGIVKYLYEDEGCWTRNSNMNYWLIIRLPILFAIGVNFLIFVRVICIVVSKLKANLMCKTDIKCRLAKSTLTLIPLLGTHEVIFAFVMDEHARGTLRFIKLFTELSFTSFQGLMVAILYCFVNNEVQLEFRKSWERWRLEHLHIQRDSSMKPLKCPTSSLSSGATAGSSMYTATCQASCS
KB-3-1 tox = qHTS assay for MDR1-selective chemotherapeutics: Primary screen using the parental adenocarcinoma cell KB-3-1; AID 1347075, 2019; 400,000 tested, 1.4% active; Potency, µM (top dose mostly 46.1 µM), for inactives: at the top dose activity change, negative = cytotoxic, hits mostly cytotoxic; KB-3-1 viability, CellTiter-Glo ATP luminescence, 72 h; also: % is scaled to controls: 0 for no effect and ±100 for the full control effect; nearly all actives have a fitted effect of over 60% in size
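Multi-concentration cytotoxicity screen in KB-3-1 cells grown in DMEM lacking phenol red with 10% FBS. After 72 h at 37 °C with compound, ATP-dependent luminescence was recorded.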
HEK293 tox = qHTS of GLP-1 Receptor Inverse Agonists: Cytotox Screen; HEK293 cAMP-luciferase reporter cells, luminescence, 24 h; Potency, µM (top dose mostly 38.3 µM), inactives show top-dose activity change, negative = inhibition, usual class: inhibitors; 410,000 tested, 0.13% active;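 also: loss of luciferase light is scored as toxicity; % is scaled to controls: 0 for no effect and ±100 for the full control effect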
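Cells in DMEM/10% Nu serum/1% pen-strep, 1536-well format. Pre-incubated 12 h, dosed with 23 nL compound, incubated a further 24 h. Luciferase detection, 12 min at room temp, luminescence.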
GLP-1R inv ag = qHTS of GLP-1 Receptor Inverse Agonists (Inhibition Mode); Glucagon-like peptide 1 receptor (Homo sapiens), P43220; HEK293 GLP-1R CRE-luciferase, luminescence, 24 h; GLP-1R form is constitutively active; Potency, µM (titrated, usually from 38.3 µM), for inactives: at the top dose activity change, negative = inhibition, hits mostly inhibitors; 410,000 tested, 1.6% active; AID 624417, 2012; also: % is scaled to controls: 0 for no effect and ±100 for the full control effect; nearly all actives have a fitted effect of over 55% in size
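Constitutively active GLP-1R drives a cAMP-responsive luciferase in stably transfected HEK293 cells; test compounds are added after overnight (12 h) attachment and left 24 hr, and signal loss in luminescence marks inhibition.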
TDP43 rescue = qHTS of TDP-43 Inhibitors; Potency, µM (top dose mostly 46.1 µM), for inactives: top-dose growth rescue (activation), hits mostly activators; 410,000 tested, 1.8% active; TDP-43 expressing yeast growth rescue, BacTiter-Glo, 24 h; also: % of control where 0% means no effect; nearly all actives have a fitted effect of over 50% in size
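Luminescence from BacTiter-Glo reports growth of TDP-43-expressing yeast after 24 hr at 30 deg C with compound. Cells were raffinose-pregrown to mid-log, then seeded in galactose medium at OD600=0.02.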
KB-V1 cytotox = qHTS assay for MDR1-selective chemotherapeutics: Primary screen using the drug-selected MDR subline cells KB-V1; KB-V1 MDR cells viability, CellTiter-Glo, 72 h; Potency, µM (top dose mostly 46.1 µM), without a hit: at the top dose activity change, negative = cytotoxicity, most hits filed as cytotoxic; 400,000 tested, 3.4% active; AID 1347076, 2019; also: % is scaled to controls: 0 for no effect and ±100 for the full control effect; nearly all actives have a fitted effect of over 60% in size
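Compound-treated KB-V1 multidrug-resistant cells, 72 h, 37 degrees C; viability by CellTiter-Glo. Fitted qHTS curves give the values.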
SW480 rerep = A quantitative high throughput screen for small molecules that induce DNA re-replication in SW480 colon adenocarcinoma cells; SW480 DNA re-replication, Hoechst DNA content imaging, 48 h; Potency, µM (doses to about 46.1 µM), for inactives: top-dose re-replication activation, actives largely listed as activators; 340,000 tested, 1.8% active; also: % of control where 0% means no effect; nearly all actives have a fitted effect of over 55% in size
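Treated cells incubate 48 hr (37 C, 5% CO2), are stained 40 min with Hoechst, and nuclear fluorescence is enumerated; a rise in nuclei with high DNA signal marks re-replication.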
HT1080 IDH1KD tx = qHTS for induction of synthetic lethality in tumor cells producing 2HG: qHTS for the HT-1080-IDH1KD cell line | HT-1080 IDH1 knockdown viability, ATP luminescence, 48 h | Potency, µM (series often up to 46.1 µM), for inactives: at the highest dose activity, negative = toxicity, hits mostly cytotoxic | 360,000 tested, 2% active;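 also: 0% = DMSO wells and -100% = cell-free medium wells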
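Viability of IDH1-knockdown HT-1080 fibrosarcoma cells was assessed by CellTiter-Glo after 48 h at 37 °C with titrated compound; concentration-effect curves were classified by fit quality and response size.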
* = called active by the depositor; ? = inconclusive; . = no result given; & = joins results of further samples; [ ] = remark or other dose. Calls follow the shape of the dose curve; as a rule, active = well fitted curve in the direction sought with a large enough effect; inconclusive = small, poorly fitted or top-dose-only effect, or another doubt; inactive = no such curve, though single readings can be large; an effect the other way counts as inactive or inconclusive. Potency is read from the fitted curve at half-maximal effect.

| canonical_smiles | HT1080NT lethal | GLP1R ag | KB-3-1 tox | HEK293 tox | GLP-1R inv ag | TDP43 rescue | KB-V1 cytotox | SW480 rerep | HT1080 IDH1KD tx |
| --- | --- | --- | --- | --- | --- | --- | --- | --- | --- |
| CCn1c(C)[n+](CC)c2ccc(S(=O)(=O)N(C)C)cc21 | -5% | 5% | 0% | 1% | -9% | 0% | -16% | ? | -27% |
| O=C(Nc1cccn(Cc2c(F)cccc2Cl)c1=O)NC1CCCCC1 | ? | 15% | 2.6µM* | -22% | ? | 0% | ? | 18µM* | ? |
| O=C(Nc1ccnc(-c2cccnc2)n1)c1ccc(Cl)cc1 | 10% | 0% | 3% | 1% | 20% | 2% | 3% | -2% | ? |
| NC(=O)CC(NC(=O)Cc1ccc(Br)cc1)c1ccc(N2CCC(N3CCCCC3)CC2)c([N+](=O)[O-])c1 (configuration not stated) | 8% | 0% | ? | 1% | 7% | 6% | 25% | 1% | 6% |
| Cc1ccc(Nc2cc(=O)[nH]c(=O)[nH]2)cc1C | 6% | 6% | 1% | -9%&4% | 5%&5% | -7%&14% | 14% | -56%[inhibitor] | -2% |
| CC(C)CCn1c(=O)c2c(nc3n2CCCN3Cc2ccccc2)n(C)c1=O | -15% | 17% | -4% | -4% | ? | ? | ? | 0% | -28% |
| COc1ccc(/C=C2\Oc3cc(OCC(=O)N4CC(O)C[C@H]4C(=O)O)ccc3C2=O)c(OC)c1OC (some centres not stated) | 4% | 6% | 0% | -11% | 18% | 3% | -1% | ? | 2% |
| CCCNc1ccc(S(=O)(=O)N(C(C)C)C(C)C)cn1 | 9% | 3% | 0% | -5% | ? | -22% | 0% | 11% | 0% |
| O=C(Cc1ccc([N+](=O)[O-])cc1)Oc1ccccc1 | 4% | 10% | -9% | 9% | 25% | 7% | 0% | 6% | 14% |
| NC1=NC(=O)/C(=C/c2ccsc2)S1 | -24% | 8% | 3% | 1% | 21% | 3%[9.22 µM] | 4% | -7% | -16% |
| COc1cccc(-n2c(=O)c3c4c(sc3n(Cc3ccccc3C#N)c2=O)CCCC4)c1 | . | . | 4% | 22% | 7% | 24% | 29% | . | . |
| O=C(CCCN1C(=O)c2ccccc2C1=O)Nc1ccccc1 | 2% | 14% | 10% | 3% | 3% | 23% | 8% | -25% | 5% |
| Cc1ccc(C(=O)CSC2=NC(N)=C(C#N)C3(CCCCC3)C2C(N)=O)cc1 (configuration not stated) | 2% | -7% | 2% | -24% | -5% | ? | 8% | 1% | 1% |
| O=C(CCSc1ccc(F)cc1)Nc1ccc(-n2cnnn2)cc1 | -10% | 7% | -15% | -19% | ? | 11% | ? | -3% | -6% |
| Cc1cc(NC(=O)CSc2nnc3ccccn23)no1 | 18% | -1% | 3% | -7% | 9% | 8% | 3% | -4% | 12% |
| COc1ccc(C2NC(=O)NC3=C2CCc2ccccc23)cc1 (configuration not stated) | 15µM* | 2% | 18µM* | -25% | ? | 11% | 13µM* | ? | 18µM* |
| N#CCCN(C(=O)COC(=O)C12CC3CC(CC(O)(C3)C1)C2)c1ccc(F)cc1 | -6% | -4% | 1% | -1% | -3% | -11% | -11% | -5% | -3% |
| CC1CN(CCC(=O)Nc2ccccc2F)CC(C)O1 (configuration not stated) | -1% | 3% | -4% | -8% | 3% | 3% | 2% | 3% | 9% |
| CCc1ccc(-c2cc(C)no2)cc1S(=O)(=O)N1CCN(c2cc(C)ccc2C)CC1 | -1% | 1% | -7% | 5% | ? | -1% | -3% | -34%[inhibitor] | -5% |
| Brc1ccc(-n2nc(-c3ccccc3)c3cnc4cc5c(cc4c32)OCO5)cc1 | . | -1% | 0% | 6% | -2% | 1% | 0% | . | . |
| Cc1ccccc1N1CCN(C2CCCN(C(=O)CN3CCCC3=O)C2)CC1 (configuration not stated) | -5% | 8% | . | -3% | -12% | -13% | . | 7% | -4% |
| CCCN(CCC)C(=O)CC(c1ccccc1)c1ccco1 (configuration not stated) | -2% | 13% | 7% | 1% | ? | -2% | -5% | 1% | -2% |
| COc1ccccc1C(=O)Nc1ccccc1OCc1cc(=O)n2cc(C)sc2n1 | . | -1% | 18% | 44%[activator] | ? | 20% | 4% | . | . |
| Cc1ccccc1NC(=O)c1cccc(S(=O)(=O)Oc2ccc([N+](=O)[O-])cc2)c1 | -6% | 0% | -9% | -10% | ? | ? | 0% | ? | 0% |
| CC(=O)NCCC(=O)Nc1nc2c(ccc3ccccc32)s1 | -24% | 10% | 17% | -3% | 12% | -8% | 61% | -10% | ? |

Three records picked at random from the list so far, as already listed:
| canonical_smiles | HT1080NT lethal | GLP1R ag | KB-3-1 tox | HEK293 tox | GLP-1R inv ag | TDP43 rescue | KB-V1 cytotox | SW480 rerep | HT1080 IDH1KD tx |
| --- | --- | --- | --- | --- | --- | --- | --- | --- | --- |
| Cc1ccccc1N1CCN(C2CCCN(C(=O)CN3CCCC3=O)C2)CC1 (configuration not stated) | -5% | 8% | . | -3% | -12% | -13% | . | 7% | -4% |
| O=C(Nc1cccn(Cc2c(F)cccc2Cl)c1=O)NC1CCCCC1 | ? | 15% | 2.6µM* | -22% | ? | 0% | ? | 18µM* | ? |
| COc1cccc(-n2c(=O)c3c4c(sc3n(Cc3ccccc3C#N)c2=O)CCCC4)c1 | . | . | 4% | 22% | 7% | 24% | 29% | . | . |

New compounds follow:
| canonical_smiles | HT1080NT lethal | GLP1R ag | KB-3-1 tox | HEK293 tox | GLP-1R inv ag | TDP43 rescue | KB-V1 cytotox | SW480 rerep | HT1080 IDH1KD tx |
| --- | --- | --- | --- | --- | --- | --- | --- | --- | --- |
| C1=C(c2cccc3ccccc23)N2CCN=C2S1 | -25% | -18% | -1% | -4% | -22% | 7% | 1% | 1% | -21% |
| Cc1c(C(=O)NCc2ccc3c(c2)OCCO3)sc(=O)n1Cc1ccc(S(=O)(=O)N(C)C)cc1 | -1% | 5% | ? | -1% | -10% | 16% | 9.2µM* | . | ? |
| O=C(CCc1ccccc1)Nc1ccccc1OC(=O)c1ccccc1 | -24% | 19% | -1% | -18% | 50% | -12% | -6% | 14% | -27% |
| COc1ccccc1C(=O)NNC(=O)c1ccc(O)cc1 | -4% | -1% | 5% | 5% | 5% | -1% | 29% | . | -4% |
| CCCc1nc2oc(C(=O)OCC)c(N)c2c2c1COC(C)(C)C2 | 6% | -8% | -9% | -6% | 11% | ? | -31% | -15% | 8% |
| O=C(Nc1ccccc1-c1nnc(SCc2ccccc2Cl)o1)c1ccccc1 | -10% | -5% | -1% | -11% | -5% | -34% | 15µM* | 4% | -6% |
| COc1cc(C=C2C(=O)OC(C)(C)OC2=O)cc(Cl)c1OCC(=O)Nc1ccccc1 | -4% | -2% | 10% | 7% | -16% | 22% | 12% | ? | -1% |
| O=C(CSc1cn[nH]n1)Nc1ccc(Cl)cc1Cl | -4% | 5% | 26% | -6% | 9% | -4% | 20% | -6% | -23% |
| C[C@@H](NCCCc1cccc(C(F)(F)F)c1)c1cccc2ccccc12 | . | -13% | ? | . | . | . | ? | ? | . |
| O=C(Cn1nnc2ccccc21)N/N=C\c1cccs1 | 19% | 2% | 3% | -10% | -21% | 3% | 22% | 0% | 16% |
| Cc1[nH]c(-c2ccco2)nc1C(=O)O | 2% | -1% | -6% | 22% | 0% | -32%[inhibitor] | ? | -6% | 0% |
| O=C(O)c1cc(S(=O)(=O)NCCOc2ccccc2)ccc1Cl | 19% | -1% | -4% | 0% | 19% | ? | 1% | -8% | 16% |
| O=C(N/N=C/c1cccnc1)c1ccccc1Cl | 4% | 3% | 3% | -9% | 29% | 7% | ? | -23% | 17% |
| CCN(C[C@H]1N[C@@](C)(C(=O)OC)[C@H]2C(=O)N(Cc3ccccc3)C(=O)[C@@H]12)C(=O)Nc1ccc(C)cc1 | 6% | 11% | 0% | -2% | -9% | 5% | 0% | 3% | 4% |
| COc1ccccc1-c1noc(-c2ccc(NC(C)C)c([N+](=O)[O-])c2)n1 | . | . | -14% | -7% | 6% | 12% | 10% | . | . |
| Cc1ccc(-n2nc3c(c2NC(=O)c2ccco2)CS(=O)(=O)C3)cc1 | -3% | -6% | -24% | -15% | 50%[activator] | -4% | -17% | -4% | -4% |
| C=CCC(COCc1ccccc1)NS(=O)(=O)c1ccccc1Br (configuration not stated) | 8% | 9% | ? | 12% | ? | 0% | 5% | -17% | 3% |
| Cc1ccc(Cn2c(=O)c3cccnc3n(Cc3ccc(F)cc3)c2=O)cc1 | . | . | -2% | -10% | 41%[activator] | -3% | ? | . | . |

For reference, some entries already given.
| canonical_smiles | HT1080NT lethal | GLP1R ag | KB-3-1 tox | HEK293 tox | GLP-1R inv ag | TDP43 rescue | KB-V1 cytotox | SW480 rerep | HT1080 IDH1KD tx |
| --- | --- | --- | --- | --- | --- | --- | --- | --- | --- |
| NC(=O)CC(NC(=O)Cc1ccc(Br)cc1)c1ccc(N2CCC(N3CCCCC3)CC2)c([N+](=O)[O-])c1 (configuration not stated) | 8% | 0% | ? | 1% | 7% | 6% | 25% | 1% | 6% |
| Cc1ccc(Nc2cc(=O)[nH]c(=O)[nH]2)cc1C | 6% | 6% | 1% | -9%&4% | 5%&5% | -7%&14% | 14% | -56%[inhibitor] | -2% |
| CC(C)CCn1c(=O)c2c(nc3n2CCCN3Cc2ccccc2)n(C)c1=O | -15% | 17% | -4% | -4% | ? | ? | ? | 0% | -28% |
| COc1ccc(/C=C2\Oc3cc(OCC(=O)N4CC(O)C[C@H]4C(=O)O)ccc3C2=O)c(OC)c1OC (some centres not stated) | 4% | 6% | 0% | -11% | 18% | 3% | -1% | ? | 2% |
| CCCNc1ccc(S(=O)(=O)N(C(C)C)C(C)C)cn1 | 9% | 3% | 0% | -5% | ? | -22% | 0% | 11% | 0% |

Bioassay records from PubChem BioAssay.
